CHO parental Ca: ATP-evoked calcium signal inhibitors, parental CHO, primary screen, counter-screen for OX1R antagonist project, cell-based, fluorescence, Fluo-8 calcium dye. parental CHO-K1, ATP-induced calcium, Fluo-8 fluorescence. inhibition, % at 5.6 µM. hit rate 0.63% among 330,000. AID 463079, 2010;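 active = inhibition above that plate's mean sample inhibition plus 3 SD, cut at about 26% in these data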;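 also: 0% = ATP-challenged DMSO wells and 100% = DMSO wells without ATP; some compounds past the cut are filed as inactive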
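Material: Parental CHO cells | Reagent: ATP | Compound dosing: Single nominal dose of 5.6 µM per compound | Detection: Intracellular calcium via Fluo-8 no-wash fluorescent dye | Read-out: % inhibition of ATP-induced calcium mobilization | Benchmarks: Low control ATP plus DMSO, high control DMSO only | Replicates: Singlicate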
OXTR ag: human OXTR agonists, primary screen, fluorescence, CHO-OTR cells, Fluo-8 calcium; Fluo-8 calcium fluorescence; normalized: DMSO 0%, oxytocin 100%; activation, % at 3 µM; hit rate 0.32% among 320,000;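 active = activation above the mean of all tested compounds plus 3 SD, cutoff set per screening run, cut at about 20% in these data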;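 also: peak over basal fluorescence ratio from a 100 s FLIPR kinetic read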
Target sequence (P30559 whole entry, looked up): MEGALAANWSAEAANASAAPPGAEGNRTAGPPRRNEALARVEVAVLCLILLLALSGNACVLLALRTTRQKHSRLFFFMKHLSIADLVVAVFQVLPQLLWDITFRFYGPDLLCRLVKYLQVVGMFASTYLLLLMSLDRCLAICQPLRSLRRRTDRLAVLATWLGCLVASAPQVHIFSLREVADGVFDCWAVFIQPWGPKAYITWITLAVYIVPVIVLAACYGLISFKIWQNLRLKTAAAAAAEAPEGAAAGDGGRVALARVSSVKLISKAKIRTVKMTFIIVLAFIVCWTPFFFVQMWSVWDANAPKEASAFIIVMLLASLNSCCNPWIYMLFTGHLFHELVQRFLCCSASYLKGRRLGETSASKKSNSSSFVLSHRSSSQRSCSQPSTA
M1 PAM: human M1 muscarinic receptor positive allosteric modulators, primary screen, CHO-K1 cells, Fluo-8 calcium fluorescence, 1536-well. Muscarinic acetylcholine receptor M1 (Homo sapiens), P11229. CHO-K1 hM1, ACh EC20; 0% = ACh EC20, 100% = maximal ACh. activation, % at 3 µM. hit rate 0.088% among 360,000. AID 588819, 2011; in the data active = activation above about 19%, passing the limit was not always enough
M1 antag: human M1 muscarinic receptor antagonists, primary screen, CHO-K1 cells, Fluo-8 calcium fluorescence, 1536-well; CHO-K1 hM1, ACh EC80 antagonist; AID 588852, 2011; inhibition, % at 3 µM; Muscarinic acetylcholine receptor M1 (Homo sapiens), P11229; hit rate 1.3% among 360,000;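 active = percent inhibition above its own plate's cutoff, namely the mean of that plate's compound wells plus 3 SD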;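 also: peak over basal fluorescence ratio during 140 s after agonist addition; 0% = ACh EC80 plus DMSO and 100% = DMSO alone without agonist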
V1R ag counter: agonists of human V1a receptor, primary screen, counter-screen for OXTR agonist project, fluorescence, CHO-V1R cells; Vasopressin V1a receptor (Homo sapiens), P37288; AID 2797, 2010; hit rate 0.25% among 320,000; activation, % at 3 µM; Fluo-8 calcium fluorescence, agonist mode; 0% DMSO, 100% 3 nM vasopressin;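 active = activation above the mean activation of all tested compounds plus 3 SD, per screening run, cut at about 20% in these data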;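 also: signal is peak over basal fluorescence ratio across a 100 second FLIPR read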
TAAR1 ag: human TAAR1 agonists, primary screen, Fluo-8 calcium fluorescence, CHO RD-HGA16 cells. Trace amine-associated receptor 1 (Homo sapiens), Q96RJ0. vehicle wells 0%, saturating PEA agonist 100%. activation, % at 3 µM. hit rate 0.99% among 360,000;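 active = activation above the mean activation of all test compounds in the run plus 3 SD, cut at about 38% in these data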
Target sequence (Q96RJ0 whole entry, looked up): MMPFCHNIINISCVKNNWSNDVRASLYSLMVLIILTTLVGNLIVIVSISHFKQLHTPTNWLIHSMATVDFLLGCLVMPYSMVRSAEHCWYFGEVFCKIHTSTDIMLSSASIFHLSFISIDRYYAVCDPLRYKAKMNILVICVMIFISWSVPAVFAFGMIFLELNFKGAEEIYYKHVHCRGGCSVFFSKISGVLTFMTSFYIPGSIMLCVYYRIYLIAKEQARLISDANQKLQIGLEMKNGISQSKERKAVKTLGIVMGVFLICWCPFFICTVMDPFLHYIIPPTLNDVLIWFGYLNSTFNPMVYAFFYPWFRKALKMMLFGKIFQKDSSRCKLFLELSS
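System: CHO-derived RD-HGA16 cells with stable Gα16 and human TAAR1 / Times: 17-24 h plating, Fluo-8 75 min 37 °C, 30 min RT / Technique: calcium-sensitive Fluo-8 signal, excitation 470-495, emission 515-575 nm / Measure: % activation relative to PEA EC100 response / Benchmarks: DMSO and PEA EC100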
OXTR potentiate: human OXTR potentiators, primary screen, fluorescence, CHO-OTR cells, Fluo-8 calcium; Fluo-8 calcium fluorescence, potentiator mode; 0% = oxytocin EC15, 100% = EC100; activation, % at 3 µM; Oxytocin receptor (Homo sapiens), P30559; hit rate 0.061% among 320,000;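 active = activation above that plate's cutoff, the mean activation of tested compounds plus 3 SD, cut at about 6.6% in these data, passing the limit was not always enough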;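 also: 100% uses oxytocin at 75 nM as the full agonist control; some results filed as inactive read as strong as hits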
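Material: human OTR in CHO cells. Compound: 3.0 µM, one dose. Timing: compound 6 min at room temperature before oxytocin, 100 s read. Evaluation: % activation of max/min ratio relative to oxytocin controls. Replication: single well per compound, singlicate. Signal: Fluo-8 calcium dye fluorescence.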
M1 ag: human M1 muscarinic receptor agonists, primary screen, Fluo-8 calcium fluorescence, CHO-K1 cells, HTS. CHO-K1 hM1, agonist mode; 0% DMSO, 100% acetylcholine EC100. activation, % at 3 µM. hit rate 0.33% among 360,000. AID 588814, 2011;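 active = activation above the run's mean compound activation plus 3 SD, cut at about 16% in these data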;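 also: peak over basal fluorescence ratio within a 140 s kinetic read after compound addition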
TAAR1 antag: human TAAR1 antagonists, primary screen, Fluo-8 calcium fluorescence, CHO RD-HGA16 cells; AID 624466, 2012; inhibition, % at 3 µM; antagonist; hit rate 1.5% among 360,000;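 active = inhibition above a per-plate cutoff, the mean inhibition of test compounds on that plate plus 3 SD, cut at about 49% in these data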;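 also: 0% = DMSO plus EC80 beta-PEA response and 100% = DMSO alone without agonist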
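Assay system: RD-HGA16 CHO cells with stable hTAAR1 and Gα16 / Reagent: EC80 β-phenethylamine stimulus / Doses: 3 µM, single point / Timing: dye loading 75 min at 37 °C, then 30 min room temperature / Measured by: Fluo-8 intracellular calcium dye fluorescence, real-time kinetic reads / Controls: vehicle wells and EC80 agonist wells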
* = called active by the depositor; nt = no result given. Rows are unselected, and some 3.7% of all compounds hit somewhere here.

Sequence of screens – CHO parental Ca, OXTR ag, M1 PAM, M1 antag, V1R ag counter, TAAR1 ag, OXTR potentiate, M1 ag, TAAR1 antag
- CC1(C)CC(=O)C2=C(C1)Nc1ccccc1NC2
  -13, 3.5, 11, -1, 2.9, 12, -4, 1, 29
- Nc1ccc(C(=O)Nc2ccc(Nc3ccncc3)cc2)c([N+](=O)[O-])c1
  nt, nt, 0, -3, nt, 0, nt, -6, 2
- COC(=O)C1=CN(Cc2ccc(OC)cc2)C=C(C(=O)OC)C1c1cccs1
  -12, -0.4, 6, 2, -1.4, 1, -10, -13, -2
- O=C(Oc1ccccc1N1C(=O)C2CC=CCC2C1=O)c1ccc(Br)cc1 (stereo not given)
  -16, -0.1, 10, -12, -0.3, -1, -5, -6, -12
- COCCN(C(=S)Nc1cc(C)cc(C)c1)C(C)c1ccco1 (stereo not given)
  -4, -0.3, 26*, 0, -0.4, -2, 5, -3, -17
- O=C(NCCN1CCOCC1)NC1(C(F)(F)F)Oc2ccc(Cl)cc2O1 (stereo not given)
  -3, 1.0, 3, 6, 0.7, 2, -5, -12, -7
- CCOc1ccc2[nH]c(S(=O)(=O)CC)nc2c1Cl
  -2, -1.8, 7, -6, 1.6, 1, -9, -3, -10
- COC(=O)CSc1nc2ccc(N)cc2s1
  23, -0.4, -4, -5, -0.6, 1, -15, -3, -2
- O=C1S/C(=C/c2ccccc2)C(=O)N1CC(O)Cn1c2ccccc2c2ccccc21 (stereo not given)
  -19, 0.5, 7, -14, 1.3, 5, -2, -3, -22
- Cc1cccc(NC(=S)N(CCCN2CCOCC2)Cc2cn(C)c3ccccc23)c1
  -18, 3.2, 16, -11, 1.7, 1, -11, 1, 8
- O=C1CSc2ccc(C(=O)N3CCCCC3)cc2N1
  nt, nt, -3, 3, nt, 3, nt, -3, -23
- Nc1ccc(C(=O)N2N=C(c3ccc(F)cc3)CC2(O)C(F)(F)F)cc1 (stereo not given)
  nt, nt, 11, -16, nt, 24, nt, -2, -7
- O=C(CCCc1ccccn1)c1cccc2ccccc12
  nt, nt, 6, -19, nt, 4, nt, -6, -9
- COc1ccc(Cl)cc1NC(=O)c1nnn(CC(=O)Nc2cc(C)cc(C)c2)c1N
  0, -0.3, 12, -21, 0.3, 3, -5, -1, -19
- CC(C)c1ccc(NC2CCCN(C(=O)c3n[nH]c4c3CCC4)C2)cc1 (stereo not given)
  -17, 7.7, -8, 13, 10, 5, -9, 2, -19
- CCCn1c(=N)n(CC(=O)c2ccc([N+](=O)[O-])cc2)c2ccccc21
  0, -2.2, 0, -8, -1.4, -3, -5, -7, 20
- COC(=O)Cc1ccc(NC(=S)N2CCN(c3ccc(F)cc3)CC2)cc1
  25, 16, -7, 12, 7.8, 5, -9, -3, 1
- COc1ccc(N2CCN(CCNC(=O)Nc3cc(Cl)ccc3OC)CC2)cc1
  -1, 7.5, -6, 12, 4.6, 8, -18, -3, 2
- Cc1cc(SCC(=O)c2ccc(O)c(O)c2)n2nc(C)c(-c3ccccc3)c2n1
  0, 0.2, 1, 3, 1.3, 2, -17, 2, -5
- O=C(CSc1nc2ncccc2[nH]1)c1ccc(F)cc1
  -19, -0.6, 11, -1, 0.6, 2, -9, 14, 8

(further entries)
Sequence of screens – CHO parental Ca, OXTR ag, M1 PAM, M1 antag, V1R ag counter, TAAR1 ag, OXTR potentiate, M1 ag, TAAR1 antag
- O=c1c2ccccc2nnn1CSc1nnnn1-c1ccc(O)cc1
  -3, 8.5, -9, 18, 10, 1, -7, -1, -12
- O=C(/C=C/c1ccc(Br)o1)Nc1nnc(C2CC2)s1
  -4, 0.1, nt, nt, -0.8, nt, -4, nt, nt
- C/C(=N/NC(=O)Cc1cccs1)c1ccco1
  -6, 0.6, 1, -3, -0.1, 2, 2, -4, -7
- COc1ccc2nc(NC(=O)CSc3cn[nH]n3)sc2c1
  -2, 1.2, -2, -8, -1.4, 0, -7, -5, 11
- Cn1c(=O)c2c(ncn2CC(=O)Nc2ccccc2)n(C)c1=O
  -10, 0.0, 1, 3, 1.1, 9, -4, -3, 5
- O=C(Nc1ccc(F)cc1)c1cncs1
  -14, 0.6, 16, -14, -0.4, -1, 9, -1, 2
- CCOc1ccccc1NC(=O)/C=C/c1ccc(S(=O)(=O)N2CCOCC2)cc1
  nt, nt, 22, -25, nt, 3, nt, -4, 4
- CSc1ncccc1C(=O)Nc1cccc(S(=O)(=O)N2CCCC2)c1
  -6, 1.9, 0, 5, 0.1, 6, 0, -6, -3
- COc1cc(C(=O)NCCCNc2nc3c(C)cc(C)cc3cc2C#N)cc(OC)c1OC
  -26, -2.8, 13, -18, 0.3, 9, -18, -7, -16
- Cc1ccc(-c2nnc(SCC(=O)N/N=C/c3ccc(C(=O)O)cc3)n2C2CCCCC2)cc1
  -5, 0.8, 10, -5, 0.4, 0, -6, -1, 0
- COc1ccc(C(C)=O)cc1CSc1nnc(C)n1-c1ccccc1
  0, -1.3, 4, -4, 0.9, -1, -8, -7, 3
- COc1ccc(C(=O)NC(=S)Nc2ccc(N3CCOCC3)c(Cl)c2)cc1[N+](=O)[O-]
  -9, 2.1, 2, 1, 1.0, 5, -15, -5, 0
- CC(Sc1nnc(Cc2cccs2)n1C1CCCCC1)C(=O)N1CCc2ccccc21 (stereo not given)
  -22, -1.0, 6, 8, -0.6, 12, -15, -3, -14
- CC(C)CCN(C(=S)Nc1cccc(F)c1)C1CCN(C(C)C)CC1
  -10, 1.4, 6, -2, -0.7, 4, -1, -6, -16
- CCOCCCNC(=S)Nc1cc(C)cc(C)c1
  -4, -0.6, 11, -8, 0.2, 1, -10, -9, -4
- Cc1ccc2c(c1)C(O)(CC(=O)/C=C/C=C/c1ccccc1)C(=O)N2 (stereo not given)
  -1, 1.3, 1, 4, 2.0, 2, -6, -4, -6
- CCN(CC)S(=O)(=O)c1ccc(N=Nc2c(N)[nH]c(=O)[nH]c2=O)cc1
  8, 0.5, 5, -8, 0.3, 2, -3, 0, 0
- COc1cc(Br)cc(Br)c1OCC(=O)N/N=C/c1c(C)n(C)n(-c2ccccc2)c1=O
  nt, nt, 7, -6, nt, 1, nt, -4, -30
- COc1ccc(S(=O)(=O)N2CCCC2)cc1NC(=O)c1ccccc1F
  -9, 0.9, 5, -6, -0.1, -4, -7, 0, 6
- Cc1csc(=O)n1CC(=O)OCC(=O)Nc1ccc(F)c(F)c1
  -4, 1.6, 1, -3, 1.4, 1, -11, 0, -13

Quoted at random: 4 entries already listed
Sequence of screens – CHO parental Ca, OXTR ag, M1 PAM, M1 antag, V1R ag counter, TAAR1 ag, OXTR potentiate, M1 ag, TAAR1 antag
- Cc1csc(=O)n1CC(=O)OCC(=O)Nc1ccc(F)c(F)c1
  -4, 1.6, 1, -3, 1.4, 1, -11, 0, -13
- O=C(/C=C/c1ccc(Br)o1)Nc1nnc(C2CC2)s1
  -4, 0.1, nt, nt, -0.8, nt, -4, nt, nt
- CCN(CC)S(=O)(=O)c1ccc(N=Nc2c(N)[nH]c(=O)[nH]c2=O)cc1
  8, 0.5, 5, -8, 0.3, 2, -3, 0, 0
- COc1ccc(C(C)=O)cc1CSc1nnc(C)n1-c1ccccc1
  0, -1.3, 4, -4, 0.9, -1, -8, -7, 3

Entries above that have a CF3 group:
Sequence of screens – CHO parental Ca, OXTR ag, M1 PAM, M1 antag, V1R ag counter, TAAR1 ag, OXTR potentiate, M1 ag, TAAR1 antag
- O=C(NCCN1CCOCC1)NC1(C(F)(F)F)Oc2ccc(Cl)cc2O1 (stereo not given)
  -3, 1.0, 3, 6, 0.7, 2, -5, -12, -7
- Nc1ccc(C(=O)N2N=C(c3ccc(F)cc3)CC2(O)C(F)(F)F)cc1 (stereo not given)
  nt, nt, 11, -16, nt, 24, nt, -2, -7

Next compounds follow.
Sequence of screens – CHO parental Ca, OXTR ag, M1 PAM, M1 antag, V1R ag counter, TAAR1 ag, OXTR potentiate, M1 ag, TAAR1 antag
- CN(C(=O)COC(=O)CCc1c[nH]c2ccccc12)C(c1ccccc1)c1ccccc1
  -14, -2.1, 0, -7, 0.7, 0, -5, -6, 13
- COc1cccc(CSc2nc3nc(C)cc(C)n3n2)c1
  10, 0.1, 8, -9, 0.6, -1, -6, -5, 9
- CN(C)c1ccc(C(=O)OCC(=O)N2CCOCC2)cc1
  -7, 0.8, 11, -8, -0.4, 3, 1, -3, -25
- Cc1cc2cc(C)c(NCCNC(=O)c3ccccc3F)nc2cc1C
  -26, -0.5, 6, -6, 1.0, 2, -3, -6, -16
- CC1CCc2c(C(=O)NCc3cccnc3)csc2C1 (stereo not given)
  -15, -1.9, 8, -2, 1.0, 2, -3, -11, -10
- Fc1cccc(CCN2C(=S)NC[C@@H]2CC2CCCCC2)c1
  -38, -2.1, -6, 9, 0.3, 6, -4, -6, 28
- CCCCN(C(=O)c1ccccc1Br)C1CCS(=O)(=O)C1 (stereo not given)
  -3, 1.7, 5, -5, 1.4, 1, -6, -3, -5
- Nn1c(SCC(=O)Nc2cccc(Br)c2)nnc1C1CC1
  -12, 1.5, 5, -9, 1.6, 2, -9, -5, 11
- Cc1ccc(NC(=O)CNCc2cccs2)cc1Br
  -15, 0.8, 15, -14, 3.0, 6, -15, 0, 3
- CC(CSc1nnnn1-c1ccccc1)Cn1c(N2CCCC2)nc2c1c(=O)[nH]c(=O)n2C (stereo not given)
  -18, -1.9, 3, -2, 0.1, 1, 3, -12, 0
- COc1ccc(NC(C)=O)cc1NC(C)C(=O)Nc1ccc(S(=O)(=O)N2CCCCC2)cc1 (stereo not given)
  -4, -0.8, 15, -16, -0.1, 12, 0, -6, 101*
- COc1cc([N+](=O)[O-])ccc1NC(=O)C[n+]1cccc(C)c1
  -4, 0.8, 0, 4, 1.6, 11, -2, -4, -3
- COc1cccc(NC(=O)C2(C)CCN2Cc2ccccc2OC(F)F)c1 (stereo not given)
  nt, nt, -6, -8, nt, -2, nt, -8, 2
- CC1CN=C(c2cccn2Cc2ccc(F)cc2Cl)O1 (stereo not given)
  -5, -1.9, -1, -23, -1.1, 3, -1, -5, -14

Compound activity (PubChem)
